High-throughput results (PubChem)
KB-3-1 cytotox: KB-3-1 parental cell cytotoxicity. KB-3-1 viability, CellTiter-Glo ATP luminescence, 72 h. Potency, µM (series often up to 46.1 µM), for the others: top-dose activity change, negative = cytotoxic, hits mostly cytotoxic. 1.4% of 400,000 active. AID 1347075; note: potency is the fitted concentration of half-maximal effect; % is set by controls: 0 for no effect and ±100 for the full control effect; nearly all actives have a fitted effect of over 60% in size
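Cells are dispensed, compounds pinned in, plates held at 37 °C for 72 h, then CellTiter-Glo is added and luminescence read after 10 minutes. Cell line: parental KB-3-1 in phenol-red-free DMEM, 10% FBS.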
IL1B secr inh: inflammasome signaling inhibition, IL-1 beta readout | activity change, % at 57.5 µM | THP-1 LPS/ATP IL-1B secretion, AlphaLISA, 16 h; active compounds read low | 4.7% of 360,000 active; in the data active = activity change below about -50%; inconclusive = mostly about -30% to -49%; note: % is set by controls: 0 for no effect and ±100 for the full control effect
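Secreted IL-1B measured by AlphaLISA bead assay after 16 h compound exposure of THP-1 cells; compounds (final up to 57.5 uM) added 1 h before LPS (250 ng/mL) and ATP (1.25 mM) stimulation; lower signal means less secretion.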
HT1080 IDH1KD tx: HT-1080 IDH1 knockdown cell toxicity (counter line). HT-1080 IDH1 knockdown viability, ATP luminescence, 48 h. Potency, µM (titrated, usually from 46.1 µM), without a hit: top-dose activity, negative = toxicity, most hits filed as cytotoxic. 2% of 360,000 active;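 note: potency is the fitted concentration of half-maximal effect; 0% = DMSO wells and -100% = cell-free medium wells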
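Cytotoxicity counter-line: IDH1KD HT-1080, 48 h, CellTiter-Glo. Curves classed by r2, magnitude and activity.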
SW480 rerep: inducers of DNA re-replication in SW480 colon cancer cells; AID 624297; SW480 DNA re-replication, Hoechst DNA content imaging, 48 h; 1.8% of 340,000 active; Potency, µM (series often up to 46.1 µM), without a hit: at the highest dose re-replication activation, actives largely listed as activators; note: potency is the fitted concentration of half-maximal effect; % of control where 0% means no effect; nearly all actives have a fitted effect of over 55% in size
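250 cells/well; 23 nL cpd via pin tool; 48 hr, 37 C, 5% CO2; Hoechst 40 min; imager read of total nuclear intensity, ex 405/em 500-530 nm.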
KB-V1 cytotox: kills drug-selected multidrug resistant KB-V1 cells; 3.4% of 400,000 active; KB-V1 MDR cells viability, CellTiter-Glo, 72 h; Potency, µM (doses to about 46.1 µM), for the others: top-dose activity change, negative = cytotoxicity, usual class: cytotoxic; note: potency is the fitted concentration of half-maximal effect; % is set by controls: 0 for no effect and ±100 for the full control effect; nearly all actives have a fitted effect of over 60% in size
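In this primary screen, KB-V1 cells overexpressing P-gp are incubated with library compounds (lowest to highest concentration) for 72 h at 37 degrees C before a luminescent ATP viability read.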
MCF10A rerep: inducers of DNA re-replication in MCF 10A breast cells. MCF 10A DNA re-replication, Hoechst nuclear intensity, 48 h. Potency, µM (titrated, usually from 46.1 µM), without a hit: at the top dose activity, positive = re-replication, hits mostly activators. 2.9% of 350,000 active; note: potency is the fitted concentration of half-maximal effect; % of control where 0% means no effect; nearly all actives have a fitted effect of over 50% in size
ATXN2 expr inh: inhibitors of ATXN2 expression | HEK-293 ATXN2-luciferase reporter, luminescence, 24 h | 0.72% of 360,000 active | Potency, µM (doses to about 57 µM), for inactives: at the top dose activity change, negative = inhibition, most hits filed as inhibitors; note: potency is the fitted concentration of half-maximal effect; % is set by controls: 0 for no effect and ±100 for the full control effect; nearly all actives have a fitted effect of over 55% in size
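ATXN2-luciferase reporter cells (luciferase flanked by upstream and downstream ATXN2 gene portions) were treated 24 h at 37 °C with compounds at up to 57 uM. SteadyGlo luminescence gave expression; GF-AFC fluorescence gave viability.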
HT1080-NT tox: kills 2HG-producing HT-1080-NT fibrosarcoma cells; HT-1080-NT fibrosarcoma viability, CellTiter-Glo ATP luminescence, 48 h; Potency, µM (titrated, usually from 46.1 µM), inactives show top-dose activity, negative = less viability, usual class: cytotoxic; 1.6% of 360,000 active; AID 686970;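 note: NT is the 2HG producing partner of a matched IDH1 knockdown line; potency is the fitted concentration of half-maximal effect; 0% = DMSO-treated cells and -100% = media-only wells without cells; nearly all actives have a fitted effect of over 55% in size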
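HT-1080-NT fibrosarcoma cells (2HG-overproducing), 750 cells/well in RPMI with 5% FBS, dosed after 2 h and incubated 48 h at 37C. CellTiter-Glo luminescence normalized to DMSO and no-cell wells; concentration-response curves fitted and classed.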
WRN helicase inh: WRN helicase (human) inhibition; 0.46% of 360,000 active; AID 651768; WRN helicase unwinding, fluorescent forked duplex, kinetic; Potency, µM (top dose mostly 114 µM), without a hit: top-dose activity change, negative = inhibition, actives largely listed as inhibitors; note: potency is the fitted concentration of half-maximal effect; % is set by controls: 0 for no effect and ±100 for the full control effect; nearly all actives have a fitted effect of over 55% in size
Target sequence (Q14191 whole entry, looked up): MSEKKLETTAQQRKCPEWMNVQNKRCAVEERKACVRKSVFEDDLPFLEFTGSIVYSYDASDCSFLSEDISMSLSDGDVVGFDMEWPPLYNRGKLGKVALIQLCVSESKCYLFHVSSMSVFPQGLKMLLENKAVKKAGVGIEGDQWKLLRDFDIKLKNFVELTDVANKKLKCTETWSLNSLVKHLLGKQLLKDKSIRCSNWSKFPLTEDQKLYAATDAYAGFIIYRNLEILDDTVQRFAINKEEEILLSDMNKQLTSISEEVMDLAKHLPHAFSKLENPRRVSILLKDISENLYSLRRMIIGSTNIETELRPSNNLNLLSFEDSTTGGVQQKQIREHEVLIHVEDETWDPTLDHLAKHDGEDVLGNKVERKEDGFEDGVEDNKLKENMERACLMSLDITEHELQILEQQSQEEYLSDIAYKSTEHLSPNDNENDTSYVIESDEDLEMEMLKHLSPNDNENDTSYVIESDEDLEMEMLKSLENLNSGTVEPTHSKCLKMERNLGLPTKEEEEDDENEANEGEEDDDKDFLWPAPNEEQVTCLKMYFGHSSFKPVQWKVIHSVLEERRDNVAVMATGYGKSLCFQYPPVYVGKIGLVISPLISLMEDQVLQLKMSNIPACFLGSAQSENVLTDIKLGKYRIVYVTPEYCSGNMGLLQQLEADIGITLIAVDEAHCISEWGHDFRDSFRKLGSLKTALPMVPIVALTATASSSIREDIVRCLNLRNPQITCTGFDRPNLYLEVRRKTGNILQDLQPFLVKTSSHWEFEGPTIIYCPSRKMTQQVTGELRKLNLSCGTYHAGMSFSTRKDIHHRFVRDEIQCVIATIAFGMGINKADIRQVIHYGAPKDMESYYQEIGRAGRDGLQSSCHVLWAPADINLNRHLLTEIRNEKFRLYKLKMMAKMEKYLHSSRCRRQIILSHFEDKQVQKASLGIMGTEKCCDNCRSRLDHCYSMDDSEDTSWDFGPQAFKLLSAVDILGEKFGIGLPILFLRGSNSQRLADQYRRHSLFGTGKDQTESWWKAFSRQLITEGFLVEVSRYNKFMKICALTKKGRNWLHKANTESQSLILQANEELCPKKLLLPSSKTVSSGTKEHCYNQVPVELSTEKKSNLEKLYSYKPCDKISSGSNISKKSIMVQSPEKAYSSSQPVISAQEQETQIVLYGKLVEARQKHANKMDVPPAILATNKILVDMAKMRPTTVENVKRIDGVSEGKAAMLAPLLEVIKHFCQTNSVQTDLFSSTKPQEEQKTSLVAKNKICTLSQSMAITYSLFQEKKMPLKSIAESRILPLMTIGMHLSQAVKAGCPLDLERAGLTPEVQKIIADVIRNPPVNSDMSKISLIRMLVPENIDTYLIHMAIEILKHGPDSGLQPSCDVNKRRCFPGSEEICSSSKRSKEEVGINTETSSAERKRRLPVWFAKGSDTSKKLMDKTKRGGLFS
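Kinetic fluorescence helicase assay: unwinding of a quenched forked DNA duplex (100 nM final) with 2 mM ATP final raises red fluorescence (525/598 nm). Compounds sat 15 min at room temperature with 20 nM WRN beforehand.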
Active calls of the source: *; ? = inconclusive; . = not tested or not shown; [ ] = dose if it differs, or a comment. Unless noted, calls come from the whole dose curve; as a rule, active = well fitted curve in the direction sought with a large enough effect; inconclusive = small, poorly fitted or top-dose-only effect, or another doubt; inactive = no such curve, though single readings can be large; an effect the other way counts as inactive or inconclusive.

SMILES	HT1080 IDH1KD tx	IL1B secr inh	SW480 rerep	KB-V1 cytotox	MCF10A rerep	ATXN2 expr inh	HT1080-NT tox	WRN helicase inh	KB-3-1 cytotox
O=C(NS(=O)(=O)Nc1ccccn1)c1c[nH]c2ccccc12	-5%	23	-3%	22%	-3%	.	0%	0%	4%
CC(Oc1ccc(C(=O)c2ccccc2)cc1)C(=O)Nc1ccc(S(N)(=O)=O)cc1 (configuration not stated)	2%	33	-9%	-3%	1%	-3%	-2%	-9%	6%
NC(=O)c1ccsc1NC(=O)COC(=O)CCOc1ccccc1	-18%	39	-9%	5%	2%	-7%	-19%	-4%	14%
CC(=O)Nc1ccc(S(=O)(=O)N2CCCCC2C(=O)O)cc1 (configuration not stated)	-1%	-9	1%	11%	1%	.	-4%	3%	18%
COc1ccccc1OCC(=O)Nc1nonc1NC(=O)COc1ccccc1OC	27%	4	-3%	?	-5%	1%	16%	-23%	21%
CCOc1cc(C2NC(=O)c3ccccc3O2)ccc1OC(C)C (configuration not stated)	4%	15	19%	3%	3%	.	4%	4%	-1%
Cc1ccc(NC(=O)N2CCCn3c(SCC(=O)c4ccccc4)nnc32)cc1	-2%	0	-1%	17%	0%	.	0%	0%	-6%
CCCOc1ccc(/C=N/NC(=O)C(C)Sc2ccccn2)cc1OCC (configuration not stated)	1%	25	5%	?	-5%	-27%[11.3 µM]	-2%	-8%[57.1 µM]	1%
O=NN(CCF)C(=O)NC1CCS(=O)(=O)CC1	9%	32	.	-13%	.	1%	12%	-2%	5%
O=C(O)c1ccc(CSc2nc(-c3ccccc3)cc(C(F)(F)F)n2)cc1	-19%	36	-2%	-13%	?	5%	-1%	?	15%
CC(=O)Nc1ccc(C(=O)Cn2c3[n+](c4c(F)c(F)ccc42)CCCCC3)cc1	-7%	30	-3%	5%	-2%	33%	7%	2%[57.1 µM]	-2%
COc1ccc(S(=O)(=O)N2CCCOC2CNC(=O)C(=O)NCCCn2ccnc2)cc1OC (configuration not stated)	21%	15	0%	-1%	0%	-4%	-9%	1%	-5%
COc1ccc(CNC(=O)CN2C(=O)COc3ccc(S(=O)(=O)N4CCCCC4)cc32)cc1	-5%	9	-8%	17%	4%	0%	-3%	0%	-25%
CC(=O)Nc1ccc(S(=O)(=O)N2CCC(NC(=O)C(Cc3ccc(C)cc3)NC(C)=O)CC2)cc1 (configuration not stated)	-4%	-5	1%	-2%	26%	-2%	-12%	-3%	1%
CCn1c(SCC(=O)Nc2nccs2)nnc1C1CC1	14%	6	10%	10%	0%	0%	5%	-6%	17%
COc1ccc(C(=O)N/N=C/c2ccc(OC(=O)c3ccccc3)cc2)cc1	6%	-8	-8%	-21%	-7%	14%	-3%	-1%	10%
O=C(COC(=O)C1CC2CCCC(C1)C2=O)Nc1ccccc1 (configuration not stated)	16%	11	-4%	1%	-4%	1%	1%	0%	6%
COc1ccc(CN(C(=O)c2nsc(Cl)c2Cl)C(C(=O)NC2CCCC2)c2ccc(OC)cc2)cc1 (configuration not stated)	5%	?	-5%	9%	0%	1%	14%	-10%	5%
Nc1c2c3c(sc2nc(=O)n1N)CCCC3	14%	5	.	5%	.	.	2%	-9%	-1%
Cc1occc1-c1nnc(SCC(=O)NC2CCC(C)CC2)o1 (configuration not stated)	9%	-11	-8%	-6%	16%	.	1%	12%	-2%
CC(C)CCNC(=O)CCc1nnc(Cc2c[nH]c3ccccc23)o1	0%	22	1%	?	-8%	12%	-1%	1%	?
CCOc1ccc(NC(=O)CC2C(=O)N(c3ccccc3)C(=O)N2Cc2ccccn2)cc1 (configuration not stated)	-5%	10	-4%	-10%	11%	12%	7%	3%	2%
Cc1ccc(-c2noc(CNC(=O)c3ccoc3C)n2)cc1	4%	4	-12%	0%	-3%	4%	1%	2%	0%
CCSc1nc(O)c(C(c2cccc(OC)c2)c2c(O)nc(SCC)[nH]c2=O)c(=O)[nH]1	8%	10	-2%	7%	-1%	0%	5%	-18%	13%
COc1ccc(N2CC(C(=O)Nc3nc4ccc(F)cc4s3)CC2=O)c(OC)c1 (configuration not stated)	-4%	7	-2%	.	-4%	14%	-12%	-24%	.
N#Cc1c(SCC(=O)Nc2ccccc2)nsc1SCC(=O)Nc1ccccc1	-3%	2	-6%	7%	4%	-22%	-1%	-3%	-1%
CC(=O)COc1ccc2cc(-c3ccccc3)c(=O)oc2c1	5%	-20	27%	1%	2%	6%	14%	6%	-1%
CC(=O)O/C(=C\c1cn(C(C)=O)c2ccccc12)C(=O)O	-5%	-2	1%	-2%	-3%	-7%	-2%	-4%	5%
Cc1ccc(S(=O)(=O)N2CCC3CC2c2cc(Cl)ccc23)cc1 (configuration not stated)	4%	21	-1%	7%	?	1%	9%	-4%	-6%
Cc1ccc(S(=O)(=O)N2CCOCC2)cc1C(=O)OCC(=O)NCc1ccccc1	4%	-10	1%	?	-1%	-1%	0%	9%	0%
CC(C)C(NC(=O)c1ccco1)C(=O)NC1CCCCCC1 (configuration not stated)	1%	25	-3%	?	0%	-1%	-5%	6%	9%
Cc1ccc(NC(=O)Cn2nc(-c3ccccc3)nc2-c2ccccc2)c(C)c1	?	7	9%	2%	?	-20%	-27%	-11%	4%
CCN(CC)C(=O)CSc1nnc2nnc3cc(OC)ccc3n12	?	12	?	?	3%	-25%	13µM*	-11%	?
O=C(NCCc1ccccc1F)c1[nH]c(C(F)(F)F)nc1-c1ccccc1	?	12	.	-5%	.	-4%	-29%	-11%	0%
CCN1C(=O)/C(=C2/C(=O)N3c4c(cc(OC(C)=O)cc42)C(C)=CC3(C)C)SC1=S	-1%	11	-6%	-13%	21%	-9%	?	-11%	-1%
CNS(=O)(=O)c1cn(CC(=O)NCc2ccccc2OC)cc1S(=O)(=O)NC	8%	16	-9%	0%	-2%	30%	6%	6%	2%
CC(C)(C)CC(=O)NCCCN1CCOCC1	18%	-2	8%[1.84 µM]	3%	-25%	-1%	22%	2%[57.1 µM]	-1%
c1ccc(-c2nc(N3CCOCC3)c3ccccc3n2)nc1	-5%	3	?	?	?	-26%	-4%	5%	-9%
Cc1cc(NC(=O)COC(=O)c2cccc(S(=O)(=O)N(C)C3CCCCC3)c2)no1	3%	23	-9%	4%	4%	3%	-3%	0%	-1%
Cc1ccc(S(=O)(=O)NCCSc2nnnn2C)cc1	1%	-4	-4%	-17%	-4%	-8%	-24%	-4%	-9%
O=c1[nH]c(CN2CCN(c3ccccc3)CC2)nc2scc(-c3ccccc3)c12	-1%	0	?	9.2µM*	5.2µM*	51%[activator]	-5%	8%	?

Arranged by count of non-hydrogen atoms (high to low): part of the list above
SMILES	HT1080 IDH1KD tx	IL1B secr inh	SW480 rerep	KB-V1 cytotox	MCF10A rerep	ATXN2 expr inh	HT1080-NT tox	WRN helicase inh	KB-3-1 cytotox
Cc1ccc(S(=O)(=O)N2CCOCC2)cc1C(=O)OCC(=O)NCc1ccccc1	4%	-10	1%	?	-1%	-1%	0%	9%	0%
Cc1ccc(NC(=O)Cn2nc(-c3ccccc3)nc2-c2ccccc2)c(C)c1	?	7	9%	2%	?	-20%	-27%	-11%	4%
CNS(=O)(=O)c1cn(CC(=O)NCc2ccccc2OC)cc1S(=O)(=O)NC	8%	16	-9%	0%	-2%	30%	6%	6%	2%
O=C(NCCc1ccccc1F)c1[nH]c(C(F)(F)F)nc1-c1ccccc1	?	12	.	-5%	.	-4%	-29%	-11%	0%
CCN(CC)C(=O)CSc1nnc2nnc3cc(OC)ccc3n12	?	12	?	?	3%	-25%	13µM*	-11%	?
Cc1ccc(S(=O)(=O)N2CCC3CC2c2cc(Cl)ccc23)cc1 (configuration not stated)	4%	21	-1%	7%	?	1%	9%	-4%	-6%
CC(=O)COc1ccc2cc(-c3ccccc3)c(=O)oc2c1	5%	-20	27%	1%	2%	6%	14%	6%	-1%
CC(=O)O/C(=C\c1cn(C(C)=O)c2ccccc12)C(=O)O	-5%	-2	1%	-2%	-3%	-7%	-2%	-4%	5%
Cc1ccc(S(=O)(=O)NCCSc2nnnn2C)cc1	1%	-4	-4%	-17%	-4%	-8%	-24%	-4%	-9%
CC(C)(C)CC(=O)NCCCN1CCOCC1	18%	-2	8%[1.84 µM]	3%	-25%	-1%	22%	2%[57.1 µM]	-1%
